# PME-1 primary: blocks human protein phosphatase methylesterase 1; Q9Y570; recombinant PME-1, FP-Rh probe fluorescence polarization; inhibition, % at 5.9 µM; 320,000 tested, 0.53% active; AID 2130;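 active means inhibition above the campaign mean of all compounds plus 3 SD, cut at about 26% in these data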;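 further: competitive labeling of PME-1 active site by serine hydrolase directed probe; 0% = PME-1 with DMSO and 100% = wells lacking PME-1 enzyme; inhibitors block probe labeling so polarization falls and inhibition rises; many of its hits are not listed in these tables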
# PAFAH1B2 FP inh: blocks human PAF acetylhydrolase 1b catalytic subunit 2; AID 492953; 340,000 tested, 1.2% active; P68402; inhibition, % at 3.39 µM; recombinant PAFAH1B2, FP-rhodamine activity probe, fluorescence polarization;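 active means inhibition above the mean of all tested compounds plus 3 SD, cut at about 24% in these data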;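 further: 0% = enzyme with DMSO and 100% = wells lacking PAFAH1B2; many of its hits are not listed in these tables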
# LYPLA1 inh: blocks human lysophospholipase 1, a PME1 counter-screen | recombinant LYPLA1, FP-Rh probe fluorescence polarization | inhibition, % at 5.9 µM | O75608 | 320,000 tested, 0.16% active | AID 2174;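 active means inhibition above the mean of all tested compounds plus 3 SD, set per campaign, cut at about 14% in these data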;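 further: inhibitors block serine hydrolase probe labeling of LYPLA1 so polarization falls; 0% = enzyme with DMSO and 100% = wells lacking LYPLA1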
# pPAFAH inh: inhibitors of human plasma PAF acetylhydrolase (pPAFAH). Q13093. recombinant pPAFAH, FP-rhodamine probe fluorescence polarization. inhibition, % at 3.39 µM. 330,000 tested, 1.5% active. AID 463082;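 active means inhibition above the mean inhibition across the screen plus 3 SD, cut at about 25% in these data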;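 further: inhibitors block binding of the rhodamine activity-based probe so polarization drops; 0% = enzyme with DMSO and 100% = wells lacking pPAFAH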
# Target sequence (Q13093 whole entry, looked up): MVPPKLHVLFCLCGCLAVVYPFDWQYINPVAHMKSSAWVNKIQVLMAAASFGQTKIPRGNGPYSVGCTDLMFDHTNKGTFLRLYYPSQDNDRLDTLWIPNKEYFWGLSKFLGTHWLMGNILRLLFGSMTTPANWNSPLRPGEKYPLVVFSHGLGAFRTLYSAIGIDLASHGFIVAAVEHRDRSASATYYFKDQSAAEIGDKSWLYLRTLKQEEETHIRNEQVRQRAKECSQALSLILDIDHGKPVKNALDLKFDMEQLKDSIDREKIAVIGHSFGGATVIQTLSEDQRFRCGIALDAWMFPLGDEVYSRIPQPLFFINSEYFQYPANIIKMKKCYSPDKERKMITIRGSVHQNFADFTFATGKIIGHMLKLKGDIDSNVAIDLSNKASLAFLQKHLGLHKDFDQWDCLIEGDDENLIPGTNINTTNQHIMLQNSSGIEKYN
# LYPLA2 inh: blocks human lysophospholipase 2, a PME1 counter-screen | AID 2177 | recombinant LYPLA2, FP-Rh probe fluorescence polarization | inhibition, % at 5.9 µM | 320,000 tested, 0.38% active;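 active means inhibition above the screen-wide mean plus 3 SD, limit set per campaign, cut at about 26% in these data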;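 further: 0% = LYPLA2 with DMSO and 100% = wells lacking LYPLA2 enzyme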
# PAD4 inh: PAD4 (human) enzyme inhibition. Q9UM07. recombinant PAD4, RCA probe fluorescence polarization. inhibition, % at 6.36 µM. 330,000 tested, 0.41% active. AID 485272;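 active means percent inhibition above a cutoff equal to the mean of all tested compounds plus 3 SD, cut at about 15% in these data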;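 further: 0% = PAD4 with RCA probe and DMSO and 100% = probe without PAD4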
# PAFAH1B3 inh: inhibitors of human PAFAH1B3; inhibition, % at 3.39 µM; recombinant PAFAH1B3, FP-rhodamine probe, fluorescence polarization; Q15102; 340,000 tested, 0.28% active;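 active means inhibition above the screen-wide average of all tested compounds plus 3 SD, cut at about 25% in these data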;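 further: 0% = enzyme with DMSO only and 100% = wells lacking PAFAH1B3 protein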
# Target sequence (Q15102 whole entry, looked up): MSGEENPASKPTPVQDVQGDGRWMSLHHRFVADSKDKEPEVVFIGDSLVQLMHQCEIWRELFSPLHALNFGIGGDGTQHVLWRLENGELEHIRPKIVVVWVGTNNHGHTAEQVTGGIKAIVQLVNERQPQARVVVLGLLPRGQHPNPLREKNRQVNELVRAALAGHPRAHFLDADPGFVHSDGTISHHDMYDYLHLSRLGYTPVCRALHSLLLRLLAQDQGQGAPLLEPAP
# PREPL inh: inhibitors of human prolyl oligopeptidase-like enzyme PREPL; inhibition, % at 5.96 µM; 320,000 tested, 0.68% active; recombinant PREPL, fluorescence polarization activity-based probe; AID 2751; Q4J6C6; in the data active means inhibition above about 43%;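 further: 0% = enzyme with DMSO and 100% = wells lacking enzyme; many of its hits are not listed in these tables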
# GSTO1 inh: counter-screen for RBBP9 inhibitors: inhibitors of human GSTO1; inhibition, % at 5.96 µM; AID 1974; P78417; recombinant GSTO1, activity-based probe fluorescence polarization; 300,000 tested, 1.1% active;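 active means inhibition above the campaign mean inhibition plus 3 SD, cut at about 35% in these data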;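 further: 0% = GSTO1-1 with DMSO and 100% = wells lacking GSTO1-1 enzyme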
# Target sequence (P78417 whole entry, looked up): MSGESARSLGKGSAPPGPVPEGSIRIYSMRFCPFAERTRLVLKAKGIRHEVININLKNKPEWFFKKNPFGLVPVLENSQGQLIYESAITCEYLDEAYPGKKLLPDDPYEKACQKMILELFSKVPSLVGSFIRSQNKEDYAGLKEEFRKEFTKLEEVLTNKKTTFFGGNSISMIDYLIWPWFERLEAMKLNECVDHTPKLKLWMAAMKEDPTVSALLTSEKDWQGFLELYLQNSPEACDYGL
# An asterisk follows results filed as active. This is a subset; rates above refer to the full screens.
# Field names – A = PME-1 primary; B = PAFAH1B2 FP inh; C = LYPLA1 inh; D = pPAFAH inh; E = LYPLA2 inh; F = PAD4 inh; G = PAFAH1B3 inh; H = PREPL inh; I = GSTO1 inh
CC1=CC(=C2C(=O)c3ccccc3C2=O)C=C(C)N1C
  A: 0; B: -1; C: -1; D: -1; E: 1; F: -1; G: 7; H: 4; I: -6

Cc1ccc(C(=O)OCC(=O)NCc2cccs2)cc1C
  A: 3; B: 3; C: -3; D: 7; E: 4; F: 7; G: -2; H: -4; I: -7

CN(C(=O)c1cccs1)c1ccc(OCC(=O)Nc2ccc(C(=O)O)cc2)cc1
  A: 1; B: 0; C: -1; D: 5; E: 3; F: -3; G: 3; H: -1; I: 0

COc1ccc(-c2nc(C=O)cs2)cc1
  A: 1; B: -2; C: -5; D: 0; E: -4; F: -2; G: 0; H: -11; I: 4

O=C(C1CCCO1)N1CCc2ccccc21 (centres undefined)
  A: 0; B: 1; C: -4; D: 5; E: 1; F: 4; G: 3; H: 0; I: -2

CCc1nc2ccccc2c(C(=O)OCC(=O)NC(=O)c2cccn2C)c1C
  A: -12; B: -1; C: -8; D: -6; E: -12; F: -4; G: 2; H: -12; I: -9

COc1cccc(OCC(=O)N(Cc2nc(-c3ccc(Cl)cc3)no2)C(C)C)c1
  A: -2; B: -2; C: 1; D: 26*; E: 4; F: 2; G: 8; H: -15; I: 7

Cc1cc(Oc2ccc(=O)n(C)n2)nc(SCCOc2ccccc2)n1
  A: 3; B: 3; C: 1; D: 1; E: 1; F: 1; G: 6; H: 1; I: -6

CC(C)N(C(=O)COC(=O)[C@@H]1CC(O)CN1S(=O)(=O)c1ccc(C(C)(C)C)cc1)C(C)C (some centres undefined)
  A: 1; B: 10; C: 0; D: 5; E: 2; F: 1; G: 6; H: 0; I: 5

CCOC(=O)Cc1csc(NC(=O)CSc2nc(=O)[nH]c3c2CCC3)n1
  A: 9; B: 6; C: 1; D: 0; E: 4; F: 5; G: 4; H: 6; I: 5

# Next part
# Field names – A = PME-1 primary; B = PAFAH1B2 FP inh; C = LYPLA1 inh; D = pPAFAH inh; E = LYPLA2 inh; F = PAD4 inh; G = PAFAH1B3 inh; H = PREPL inh; I = GSTO1 inh
COc1ccc2ccccc2c1C1CC(=O)N2CN(C3CCCCC3)CSC2=C1C#N (centres undefined)
  A: -11; B: 4; C: -8; D: 11; E: -12; F: 0; G: -4; H: -6; I: -8

COC(=O)C1(C(=O)OC)NOC2C(=O)N(N(C)c3ncc(C(F)(F)F)cc3Cl)C(=O)C21 (centres undefined)
  A: -6; B: 8; C: 1; D: 4; E: -2; F: 1; G: 4; H: -7; I: 6

COc1ccc(C)cc1NC(=O)C1CCCN1S(=O)(=O)c1ccc2c(c1)CCC(=O)N2 (centres undefined)
  A: 0; B: -2; C: -3; D: 6; E: -4; F: 2; G: -1; H: 33; I: 3

CC(C)c1cc(-c2cc(C(=O)NCc3ccccc3)on2)nc(NCC2CC2)n1
  A: -15; B: 1; C: -14; D: 4; E: -31; F: 2; G: 5; H: 10; I: -10

Cc1ccc2c(C)c(C(=O)N3CCN(C4CCS(=O)(=O)C4)CC3)oc2c1C (centres undefined)
  A: 0; B: -3; C: 4; D: -3; E: 3; F: -3; G: 5; H: 4; I: -6

Cc1cccc2cc(C(c3nnnn3Cc3ccccc3)N3CCCc4ccccc43)c(=O)[nH]c12 (centres undefined)
  A: 3; B: 8; C: 4; D: 7; E: 7; F: -3; G: 5; H: 24; I: 10

CCC(C)[C@H](NC(=O)[C@@H]1CSC2c3ccccc3C(=O)N21)C(=O)NCc1ccco1 (some centres undefined)
  A: -1; B: -1; C: -1; D: 6; E: 3; F: -2; G: 0; H: 5; I: 10

CC(C)NC(=O)C1CCN(C(=O)C(C(=O)c2ccccc2)n2cc(Cl)ccc2=O)CC1 (centres undefined)
  A: 5; B: 5; C: -1; D: -1; E: -6; F: -1; G: 5; H: -1; I: 0

Cc1sc(NC(=O)CN(CCc2ccccc2)C(=O)C2CC2)c(C(N)=O)c1C
  A: -3; B: 8; C: 3; D: 5; E: -2; F: -1; G: 6; H: 6; I: 3

C=CCn1c(SCC(=O)c2c(N)n(C)c(=O)n(C)c2=O)nc2sc(CC)cc2c1=O
  A: -12; B: -2; C: 1; D: 0; E: -3; F: 4; G: 2; H: -6; I: -5

# Additional structures follow.
# Field names – A = PME-1 primary; B = PAFAH1B2 FP inh; C = LYPLA1 inh; D = pPAFAH inh; E = LYPLA2 inh; F = PAD4 inh; G = PAFAH1B3 inh; H = PREPL inh; I = GSTO1 inh
CCOCCn1c(SCCc2ccccc2)nc2c1c(=O)[nH]c(=O)n2C
  A: 1; B: 1; C: 0; D: 2; E: -4; F: 0; G: 1; H: 10; I: 0

C=CCNC(=O)C(=O)N/N=C/c1cccc(Br)c1
  A: 2; B: -2; C: -3; D: 2; E: -5; F: -7; G: 10; H: -4; I: 3

COc1ccc(C2C(C(N)=O)=C(C)Nc3nc(-c4ccccc4OC)nn32)cc1OC (centres undefined)
  A: -3; B: 2; C: -4; D: 0; E: 4; F: -5; G: 5; H: 12; I: 0

O=C(CN1C(=O)COc2ccccc21)N1CCOCC1
  A: -3; B: 3; C: -5; D: -4; E: -3; F: -6; G: 14; H: 3; I: 1

COc1ccc(-c2[nH]ncc2CN2CCCCCCC2)c(OC)c1
  A: 2; B: 2; C: -1; D: -5; E: -6; F: -4; G: 1; H: 36; I: 4

CC1(C)Cc2cccc(OCC(=O)Nc3ccccc3C(F)(F)F)c2O1
  A: -2; B: 1; C: 1; D: -1; E: 1; F: -11; G: 6; H: -1; I: 1

CCCN1CCN(C(=O)c2cc(COc3ccc(F)c(F)c3)on2)CC1
  A: -5; B: -1; C: -2; D: 9; E: 2; F: -4; G: 8; H: 13; I: 3

O=C(O)c1cccc([N+](=O)[O-])c1C(=O)Nc1ccc2ccccc2c1
  A: 4; B: 4; C: -2; D: 3; E: 7; F: -11; G: -4; H: 25; I: 13

O=C(O)CC1SC(=Nc2ccc(O)cc2)NC1=O (centres undefined)
  A: 1; B: 6; C: -2; D: 1; E: 1; F: -4; G: 6; H: -2; I: 3

COc1ccccc1N1CCN(C(=O)c2cc3c(s2)CCC3)CC1
  A: 2; B: -1; C: -3; D: 20; E: 0; F: -1; G: 0; H: 12; I: 26

# Going on with the list.
# Field names – A = PME-1 primary; B = PAFAH1B2 FP inh; C = LYPLA1 inh; D = pPAFAH inh; E = LYPLA2 inh; F = PAD4 inh; G = PAFAH1B3 inh; H = PREPL inh; I = GSTO1 inh
O=C(CCCN1C(=O)c2ccccc2C1=O)NCCCN1CCOCC1
  A: -6; B: 5; C: 2; D: 3; E: 7; F: 1; G: -2; H: 8; I: -1

Cc1nn(C)c(Cl)c1CN1CCN(CCC(C)C)C(CCO)C1 (centres undefined)
  A: -4; B: 5; C: 1; D: -1; E: -4; F: -5; G: 4; H: 11; I: 11

CCOc1ccc(CCNC(=O)COC(=O)c2ccc(Cl)nc2)cc1OCC
  A: -1; B: 6; C: 2; D: 6; E: 6; F: -2; G: 3; H: -7; I: 4

COC(=O)c1ccc(CO/N=C/c2ccc(OC)cc2OC)cc1
  A: -2; B: 4; C: -4; D: -1; E: -6; F: -4; G: 6; H: 11; I: 1

CCOc1ccccc1NC(=O)C1CCN(C(=O)NCc2ccccc2)CC1
  A: -2; B: -2; C: -1; D: 4; E: 3; F: -7; G: 2; H: 7; I: 5

CCO/N=C(/c1nonc1N)N1CCN(c2ccc([N+](=O)[O-])cc2)CC1
  A: -1; B: -1; C: 2; D: 4; E: 5; F: -3; G: 2; H: 3; I: -5

Cc1cccc(C)c1OCCN1CCCC1
  A: -4; B: 1; C: -1; D: 3; E: 0; F: -7; G: 7; H: -5; I: 2

Cc1ccc(CN(C)C(=O)COC(=O)CSc2ccc([N+](=O)[O-])cc2)cc1
  A: 0; B: 10; C: -1; D: 13; E: 1; F: 4; G: 7; H: 11; I: -6

COc1ccc(CCNC(=O)C(=O)NCc2ccccc2)cc1OC
  A: -2; B: -7; C: 1; D: -1; E: 3; F: -2; G: 1; H: 12; I: -2

O=C(CCc1ccccc1)Nc1ncc2c(n1)CCCC2=O
  A: -1; B: 3; C: 2; D: 0; E: 0; F: 0; G: 3; H: 4; I: 2

# The results go on:
# Field names – A = PME-1 primary; B = PAFAH1B2 FP inh; C = LYPLA1 inh; D = pPAFAH inh; E = LYPLA2 inh; F = PAD4 inh; G = PAFAH1B3 inh; H = PREPL inh; I = GSTO1 inh
CC(C(=O)N1CCCC1)c1ccc([N+](=O)[O-])cc1 (centres undefined)
  A: 4; B: 5; C: -1; D: -2; E: 5; F: 0; G: 5; H: 2; I: 3

Cc1cc(C)n2cc(-c3ccc(Cl)cc3)c(C(=O)O)c2n1
  A: -8; B: 1; C: 4; D: 8; E: 4; F: -3; G: 3; H: 38; I: 2

CCOC(=O)c1cnc(N2CCN(C(=O)OCC)CC2)[nH]c1=O
  A: 1; B: 0; C: 0; D: -7; E: -9; F: 1; G: 2; H: -6; I: -8

CN(CC(=O)Nc1cccc(F)c1)C(=O)CCc1nc2sc3c(c2c(=O)[nH]1)CCCC3
  A: -9; B: 7; C: -5; D: 3; E: -8; F: -6; G: 8; H: 12; I: 15

CCN(CC)CCNC(=O)C(=O)Nc1cc2c3c(c1)CC(=O)N3CCC2
  A: -3; B: -1; C: 2; D: 6; E: 2; F: 1; G: 5; H: 22; I: -1

NC(=O)NCc1cccs1
  A: -2; B: 4; C: 3; D: -1; E: 13; F: -4; G: 5; H: 8; I: -2

Cc1oc2c(CN3CCCC3)c(O)ccc2c(=O)c1Oc1ccccc1Br
  A: -5; B: 0; C: 2; D: 4; E: 3; F: -3; G: 4; H: -13; I: -7

N/C(=N\OC(=O)CC1CCCCC1)c1ccc(Cl)cc1
  A: 3; B: 3; C: 0; D: 5; E: -3; F: 0; G: -1; H: -2; I: -1
